Luc counter = counter-screen: inhibitors of Kinase-Glo firefly luciferase. Q27757. Kinase-Glo luciferase, ATP luminescence, 8 min. Potency, µM (doses to about 38.3 µM), inactives show top-dose activity change, negative = inhibition, usual class: inhibitors. 0.28% of 200,000 active; also: potency is read from the fitted curve at half-maximal effect; % is scaled to controls: 0 for no effect and ±100 for the full control effect; nearly all actives have a fitted effect of over 60% in size
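Kinase-Glo luciferase light output from ATP and luciferin was measured with 10 uM ATP, within the enzyme's linear range. Buffer: 50 mM imidazole pH 7.2, 50 mM KCl, 7 mM MgCl2, 0.01% Tween 20, 0.05% BSA; luminescence read after 8 min at ambient temperature.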
IMPase Li cell = IMPase inhibition in cells with lithium potentiation. CHO-M1 cells, IP1 TR-FRET (IP-One), carbachol + lithium. Potency, µM (top dose mostly 59.4 µM), without a hit: at the highest dose activity, negative = IMPase inhibition, hits mostly inhibitors. 0.35% of 210,000 active;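 also: IP1 builds up when IMPase is blocked and the TR-FRET signal falls; potency is read from the fitted curve at half-maximal effect; plate controls were basal vehicle for no effect and high inhibitor control for full effect; nearly all actives have a fitted effect of over 50% in size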
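Lithium-sensitised IP1 accumulation assay; M1-expressing CHO cells treated 30 min at 37C with compound. Competitive antibody detection by time-resolved FRET followed a 10 min room-temperature lysis step.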
L3MBTL1 inh = L3MBTL1 (human) inhibition; AlphaScreen L3MBTL1–H3K9me1 peptide binding; Potency, µM (doses to about 57.1 µM), without a hit: at the highest dose activity, negative = inhibition, hits mostly inhibitors; 0.66% of 230,000 active; AID 485360; also: potency is read from the fitted curve at half-maximal effect; % is scaled to controls: 0 for no effect and ±100 for the full control effect; nearly all actives have a fitted effect of over 60% in size
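L3MBTL1 50 nM + b-AHA-H3(1-15)K9me1 75 nM, 30 min RT; compound added, 30 min RT; streptavidin donor/Ni-chelate acceptor beads 10 ug/mL each final, 30 min RT dark; AlphaScreen read.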
NPSR antagonist = antagonists of human neuropeptide S receptor cAMP signaling | CHO-NPSR cells, cAMP TR-FRET, antagonist mode | Potency, µM (doses to about 38.3 µM), for the others: at the top dose activity change, negative = inhibition, usual class: inhibitors | 1% of 220,000 active | AID 1461; also: potency is read from the fitted curve at half-maximal effect; % is scaled to controls: 0 for no effect and ±100 for the full control effect; nearly all actives have a fitted effect of over 50% in size; many of its hits are not listed in these tables
Target sequence (Q6W5P4 whole entry, looked up): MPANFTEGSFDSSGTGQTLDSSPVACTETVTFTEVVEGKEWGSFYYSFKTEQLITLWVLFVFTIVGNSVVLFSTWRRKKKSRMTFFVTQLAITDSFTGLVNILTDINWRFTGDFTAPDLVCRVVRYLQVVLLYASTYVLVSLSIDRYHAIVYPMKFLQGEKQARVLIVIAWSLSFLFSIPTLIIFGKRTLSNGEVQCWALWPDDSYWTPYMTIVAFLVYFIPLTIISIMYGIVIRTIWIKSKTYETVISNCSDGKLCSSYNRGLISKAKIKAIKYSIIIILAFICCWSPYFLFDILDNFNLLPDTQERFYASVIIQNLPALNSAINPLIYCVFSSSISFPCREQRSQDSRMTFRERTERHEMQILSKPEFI
Epigenetic derep = derepresses silenced GFP reporter in murine cells. murine LDR cells, GFP reporter derepression, 30 h. Potency, µM (titrated, usually from 53.9 µM), without a hit: at the highest dose GFP activation, actives largely listed as activators. 0.2% of 280,000 active; also: potency is read from the fitted curve at half-maximal effect; % of control where 0% means no effect; nearly all actives have a fitted effect of over 60% in size
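Derepression of a silenced CMV-GFP reporter in murine LDR cells is scored by enumerating GFP-positive cells with a laser-scanning microplate cytometer after 30 hours of treatment at 37 C.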
HTT aggregate = reduces HttQ103-GFP aggregates in PC12 cells | PC12 HttQ103-GFP aggregates, Acumen cytometry, 40 h | Potency, µM (titrated, usually from 46.1 µM), without a hit: at the top dose activity change, negative = inhibition, hits mostly inhibitors | 1.1% of 220,000 active; also: potency is read from the fitted curve at half-maximal effect; % is scaled to controls: 0 for no effect and ±100 for the full control effect; nearly all actives have a fitted effect of over 60% in size
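Read-out: GFP aggregate count by laser scanning cytometer (488 nm excitation, 500-530 nm emission, 1–25 µm objects >6 SD above background). Cells: PC12, inducible HTTex1-Q103-GFP, 100 nM tebufenozide; compounds titrated.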
CBFb-RUNX1 inh = inhibitors of human CBF-beta and RUNX1 interaction | Q01196+Q13951 | AID 1477 | 230,000 tested, under 10 active | AlphaScreen CBFb-His/RUNX1-biotin binding, biochemical | Potency, µM (highest dose often 59.8 µM), without a hit: top-dose activity, negative = inhibition, actives largely listed as inhibitors; also: % of control where 0% means no effect
Target sequence (Q01196 whole entry, looked up): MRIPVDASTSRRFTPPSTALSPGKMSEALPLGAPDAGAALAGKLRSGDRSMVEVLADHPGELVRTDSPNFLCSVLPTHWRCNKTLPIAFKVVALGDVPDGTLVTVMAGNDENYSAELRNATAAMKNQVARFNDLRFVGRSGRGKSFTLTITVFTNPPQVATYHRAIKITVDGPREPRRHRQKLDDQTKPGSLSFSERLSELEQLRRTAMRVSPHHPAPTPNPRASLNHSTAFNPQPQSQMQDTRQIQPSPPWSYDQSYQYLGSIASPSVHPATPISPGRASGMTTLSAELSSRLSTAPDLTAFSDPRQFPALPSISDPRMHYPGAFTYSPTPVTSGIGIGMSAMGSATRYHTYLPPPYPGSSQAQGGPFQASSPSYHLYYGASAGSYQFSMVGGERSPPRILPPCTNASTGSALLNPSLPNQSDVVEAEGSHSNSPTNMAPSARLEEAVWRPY
Target sequence (Q13951 whole entry, looked up): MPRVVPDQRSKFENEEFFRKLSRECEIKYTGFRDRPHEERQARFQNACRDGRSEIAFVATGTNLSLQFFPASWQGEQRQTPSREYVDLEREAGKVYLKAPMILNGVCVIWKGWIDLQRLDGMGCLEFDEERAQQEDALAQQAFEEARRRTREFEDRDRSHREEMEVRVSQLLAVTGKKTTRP
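His-tagged CBF-beta and biotinylated RUNX1 (30 nM each) were premixed 20 min at room temperature, exposed to compound for 15 min, then given nickel-chelate and streptavidin AlphaScreen beads (50 ng each). After 90 min, AlphaScreen signal was read.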
Numbers without * were called inactive; ? = inconclusive; . = no result given; & = joins results of further samples; [ ] = another dose, or the depositor's remark. Calls follow the shape of the dose curve; as a rule, active = well fitted curve in the direction sought with a large enough effect; inconclusive = small, poorly fitted or top-dose-only effect, or another doubt; inactive = no such curve, though single readings can be large; an effect the other way counts as inactive or inconclusive. These rows are one share of the data. The share of hits here may be higher or lower than overall.

#	canonical_smiles	Luc counter	IMPase Li cell	L3MBTL1 inh	NPSR antagonist	Epigenetic derep	HTT aggregate	CBFb-RUNX1 inh
1	Nc1ccc(N2CCOCC2)c(S(=O)(=O)Nc2cc(Cl)ccc2Cl)c1	2%	6%	-22%	-10%	-0.5%	-1%	-16%
2	N#Cc1c(-c2ccccc2Cl)c2c([nH]c1=O)-c1ccccc1OC2	.	.	21%	32%	0.1%	-7%[9.22 µM]	4%
3	CCC1CCc2c(sc3ncnc(N4CCOCC4)c23)C1 (configuration not stated)	1%	23%[38.3 µM]	2%	-23%[46.1 µM]	-0.8%	?	11%
4	CS(=O)(=O)N(CCc1ccccc1)CC(=O)Nc1ccc(OCc2ccccc2)cc1	-5%	11%[38.3 µM]	-5%	-20%[46.1 µM]	-3.4%	?	5%
5	CCOC(=O)c1c(-c2ccccc2)oc2ccc(OC)cc12	-3%	36%[38.3 µM]	.	-13%[46.1 µM]	-1.0%	-11%	?
6	O=C(NCc1ccccn1)c1coc(=O)c(Br)c1	1%	1%	14µM*	4%[46.1 µM]	17%	26%	2%
7	COc1cccc(CN2C(=O)C3(C(C#N)=C(N)OC4=C3C(=O)CCC4)c3ccccc32)c1 (configuration not stated)	6%	3%[38.3 µM]	6%	-14%[46.1 µM]	-0.6%	?	10%
8	Cn1cc(Br)c(C(=O)NNC(=O)c2ccccc2)n1	-5%	-3%	5%	15%	2.5%	12%	4%
9	COc1ccc(NC(=O)c2ccco2)cc1N	?	21%[38.3 µM]	-6%	-21%[46.1 µM]	3.0%	16%	-26%
10	CCOC(=O)COc1ccc(CCNC(C)=O)cc1	0%	15%[38.3 µM]	.	-2%[46.1 µM]	-1.0%	4%	7%

The list goes on, starting with the last 2 of the part before.
#	canonical_smiles	Luc counter	IMPase Li cell	L3MBTL1 inh	NPSR antagonist	Epigenetic derep	HTT aggregate	CBFb-RUNX1 inh
9	COc1ccc(NC(=O)c2ccco2)cc1N	?	21%[38.3 µM]	-6%	-21%[46.1 µM]	3.0%	16%	-26%
10	CCOC(=O)COc1ccc(CCNC(C)=O)cc1	0%	15%[38.3 µM]	.	-2%[46.1 µM]	-1.0%	4%	7%
11	CC1CCCC(C(=O)OCc2ccccc2)N1 (configuration not stated)	-4%	8%	-3%	-7%[46.1 µM]	1.2%	8%	7%
12	NNc1nc(-c2ccccc2Cl)nc2sc3c(c12)CCCC3	2%	5%	-16%	-7%	-1.6%	-17%	-9%
13	Cc1cc(=O)oc(C)c1C(=O)Nc1ccc2nsnc2c1	-17%	6%[38.3 µM]	.	-3%[46.1 µM]	-0.1%	-36%	4%
14	C=CCn1c(-c2ccccc2[N+](=O)[O-])n[nH]c1=S	-3%	5%	-6%	3%	8.5%	20%	3%
15	COC(=O)C1=C(C)N(C)C(C)=C(C(=O)OC)C1c1ccccn1	9%	5%[38.3 µM]	0%	0%[46.1 µM]	-0.8%	-1%	6%
16	CC(=O)Cc1nsc(NC(=O)C2Cc3ccccc3C(=O)O2)n1 (configuration not stated)	2%	-8%[38.3 µM]	.	-17%[46.1 µM]	11%	12%	-2%
17	Cc1cccc2cc(CN(Cc3ccccc3)C(=O)c3cccc(F)c3)c(Cl)nc12	-5%	14%[38.3 µM]	5%	?	-1.4%	-23%	9%
18	CCN(CC(=O)Nc1cccc(F)c1)Cc1nc2ccccc2c(=O)[nH]1	2%	-8%	12%	9%	-5.5%	21%	-12%
19	O=C(COc1ccc(-c2nnco2)cc1)N1CCN(S(=O)(=O)c2ccc3ccccc3c2)CC1	-2%	0%[38.3 µM]	2%	-12%[46.1 µM]	?	?	10%
20	COc1ccc(OC)c(/C=C2\S/C(=N/NC(=O)c3ccc4ccccc4c3)NC2=O)c1	0%	-5%	-7%	-12%	?	?	26%

With a hit mark in L3MBTL1 inh (from the list above):
no. | structure | L3MBTL1 inh | NPSR antagonist | Epigenetic derep | HTT aggregate | CBFb-RUNX1 inh
6 | O=C(NCc1ccccn1)c1coc(=O)c(Br)c1 | 14µM* | 4%[46.1 µM] | 17% | 26% | 2%

(cont.)
#	canonical_smiles	Luc counter	IMPase Li cell	L3MBTL1 inh	NPSR antagonist	Epigenetic derep	HTT aggregate	CBFb-RUNX1 inh
21	O=C1NCCN1c1ccc(CN2CCN(C3CCCCC3)C(CCO)C2)cc1 (configuration not stated)	.	.	-4%	-23%	-0.9%	-5%	9%
22	COc1ccc(NC(=O)CN2CCN(c3ccccc3Cl)CC2)cc1	-3%	6%	-1%	4%[46.1 µM]	-0.8%	1%	-3%
23	C=CCn1ncc(OC)c(Cl)c1=O	0%	7%[38.3 µM]	3%	1%[46.1 µM]	0.0%	0%	-2%
24	O=C(CN1CCCc2ccccc21)Nc1ccccc1[N+](=O)[O-]	8%	29%	?	-23%	0.0%	-3%	?
25	Cc1[nH]c2ccc(C(=O)N3CCCCC3)cc2c1C	0%	-3%	.	11%	-1.3%	-15%	6%
26	O=S(=O)(c1ccccc1)N1CCN(S(=O)(=O)N2CCCCC2)CC1	-1%	-8%[38.3 µM]	1%	-2%[46.1 µM]	-2.1%	4%	13%
27	O=C(COC(=O)C1CCCN1C(=O)c1cccs1)Nc1ccc2c(c1)OCO2 (configuration not stated)	9%	8%[38.3 µM]	-1%	-13%[46.1 µM]	4.0%	0%	-5%
28	COc1ccc(NC(=S)c2ccc(N(C)C)cc2)cc1	0%	-3%	-15%	-2%	1.0%	29%	-5%
29	CCCCOc1ccc(C(C)NC(=O)C2CCCN(S(=O)(=O)CC)C2)cc1 (configuration not stated)	-3%	-3%[38.3 µM]	5%	-3%[46.1 µM]	-0.1%	-2%	0%
30	CC/C=C\C/C=C\C/C=C\CCCCCCCCCCCC(=O)O	0%	7%&9%	.	.	5.3%&1.1%	.	9%&-14%
31	CCCOc1ccc(S(=O)(=O)NCc2ccc(OC)cc2)cc1	-8%	35%[activator][38.3 µM]	7%	-32%[46.1 µM]	0.3%	?	4%
32	Cc1cc(C)n(CCN(C)C(=O)CCc2nnc(CCC3CCCCC3)o2)n1	-1%	12%	1%	1%	-1.1%	-3%[9.22 µM]	13%
33	COC(=O)C(C)n1cnc2c(nnn2Cc2ccc(Cl)cc2)c1=O (configuration not stated)	-2%	15%[38.3 µM]	-9%	1%[46.1 µM]	1.0%	-1%	0%
34	COc1cc(NC(=O)c2cc3sccc3n2C)cc(OC)c1	-3%	4%[38.3 µM]	.	-6%[46.1 µM]	2.0%	-19%	-7%
35	CN(C)/C=C(\C=O)c1c(Cl)cccc1Cl	-3%	3%	-17%	11%	-0.8%[10.1 µM]	-29%[9.22 µM]	0%
36	Cc1cc2nc(SCC(=O)Nc3nonc3C)c3c(c2cc1C)CCCC3	4%	6.3µM*	0%	7.9µM*	-2.5%	17%	9%
37	COc1ccc(CCN2C(=O)NC(NC(=O)C(C)(C)C)(C(F)(F)F)C2=O)cc1OC (configuration not stated)	4%	-2%	14%	-4%[46.1 µM]	2.6%	-2%	6%
38	CCCCOc1cc(C(=O)NCCN(CC)CC)c2ccccc2n1	-3%	-3%&11%&0%&-1%	1%&-16%	-1%&-35%	-4.3%	?	6%
39	COc1cc(/C=N/NC(=O)c2ccc(=O)[nH]n2)ccc1O	-1%	15%	34%[activator]	-22%[46.1 µM]	1.0%	19%	-5%
40	Cc1[nH]c(=O)[nH]c(=O)c1S(=O)(=O)N1CCCC(C(=O)NCCc2ccc(Cl)cc2)C1 (configuration not stated)	-2%	12%[38.3 µM]	.	-3%[46.1 µM]	4.9%	10%	0%
41	O=c1cc(N2CCc3ccccc3C2)[nH]c(=O)n1-c1ccccc1Cl	2%	19%[38.3 µM]	1%	4%[46.1 µM]	-0.9%	-2%	10%
42	Cc1c(Cl)cccc1NC(=O)CCC(=O)NNC(=O)c1ccccc1	-2%	-1%	-3%	16%	-1.1%	5%	-1%
43	O=C(CSc1nc2ccc([N+](=O)[O-])cc2[nH]1)NC1CCCC1	3%	-1%	-6%	-5%	3.2%	?	4%
44	Cc1cc(C(=O)OCC(=O)NC(=O)c2cccn2C)c2ccccc2n1	.	.	-13%	-23%	1.0%	10%[9.22 µM]	7%
45	CC(=O)c1cccc(NC(=O)Cc2ccc3c(c2)CCCC3)c1	-6%	16%[38.3 µM]	-6%	-14%[46.1 µM]	-3.6%	-25%	2%
46	COC(=O)c1ccccc1OCCCN(C)C	-4%	16%	-5%	12%	0.0%	18%	-2%
47	CC[C@H]1C2=C3C(CC[C@H]4C(OCc5ccc(F)cc5C(F)(F)F)OC[C@](C)([C@@H]34)N(C(=O)OC(C)(C)C)C2)C(COC)C1COC (some centres not stated)	-2%	-6%	.	.	0.0%	.	12%
48	CN(C)S(=O)(=O)c1ccc(N2CCCC2)c(C(=O)Nc2ccc(N3CCOCC3)cc2)c1	6%	38%[activator][38.3 µM]	.	-7%[46.1 µM]	0.0%	8%[9.22 µM]	2%
49	CC(=O)OC[C@H]1O[C@H](C/C=N/O[C@@H](C)c2cn([C@H](CO)Cc3ccccc3)nn2)C=C[C@@H]1OC(C)=O	-1%	6%	4%	7%	-2.5%	-5%	6%[2.36 µM]
50	CC(=O)Cc1nsc(NC(=O)c2cccc(F)c2)n1	-3%	-4%	12%	13%	3.2%	-11%	4%
51	COc1ccccc1NC(=O)CN1CCC(c2nc3ccc(C)cc3[nH]2)CC1	-2%	12%	-13%	32%	-1.0%	2%[9.22 µM]	0%
52	Cc1nc(N2CCOCC2)c2oc3ccccc3c2n1	1%	2%[38.3 µM]	11%	-2%[46.1 µM]	-3.2%	-5%	3%
53	COCC(=O)NC1CC2CCC(C1)N2C(=S)Nc1ccccc1C(=O)OC (configuration not stated)	1%	-3%	21%	-7%	4.1%	22%[9.22 µM]	16%
54	CC(C)OCC(O)CN1CCN(C(c2ccccc2)c2ccccc2)CC1 (configuration not stated)	0%	24%	4%	-17%	-2.4%	-13%[9.22 µM]	5%
55	O=C1c2oc3ccc(F)cc3c(=O)c2C(c2ccncc2)N1CCN1CCOCC1 (configuration not stated)	0%	17%[38.3 µM]	0%	-3%[46.1 µM]	0.0%	2%	16%
56	COc1ccc(N(C(=O)CNC(=O)c2ccco2)C(C(=O)NC2CCCCC2)c2ccco2)cc1 (configuration not stated)	1%	9%[38.3 µM]	1%	-15%[46.1 µM]	-1.6%	1%	3%
57	COc1ccc(-c2csc3nc(C)n(-n4cccc4)c(=O)c23)cc1	0%	-12%[38.3 µM]	0%	-11%[46.1 µM]	-0.1%	3%	1%
58	CCn1cc[n+](C)c1P(c1ccccc1)c1ccccc1	-2%	5%	-3%	17%	1.0%	?	9%
59	CN1CCN(C(=O)CCc2nc(-c3ccc(Cl)cc3)no2)CC1	2%	9%	7%	15%	-1.0%	-15%	9%

Source: PubChem BioAssay (National Center for Advancing Translational Sciences (NCATS))
